K1F lysis inhibition = inhibition of K1F phage lysis, E. coli UTI89, bacterial capsule biogenesis inhibitors, alamar blue (AID 488966). actives 0.02% (n = 340,000). one-dose inhibition, % at 100 µM; IC50 in µM for titrated hits. E. coli UTI89 K1F phage lysis, alamar blue, 2 h; higher % means a stronger effect;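 active = phage lysis inhibition, versus mean bacterial control, above a set limit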;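 also: capsule biogenesis inhibitors block K1F phage lysis so surviving cells raise fluorescence; higher fluorescence means more inhibition of phage lysis; actives were called in the ten point dose series up to 300 µM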
PMI inhibitors = MPI enzyme activity inhibition – biochemical, fluorescence intensity, coupled assay, primary screen (AID 1209); purified PMI enzyme, coupled fluorescence intensity; higher % means a stronger effect; one-dose inhibition, % at 20 µM; IC50 in µM for titrated hits; actives 0.42% (n = 190,000);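 also: plate controls were DMSO vehicle for no effect and wells lacking substrate for full effect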
Siah-1 displacement = blockers of Siah-1 interaction with plectin peptide – biochemical, fluorescence polarization, rhodamine-plectin, uHTS, primary screen (AID 1817). Siah-1 / rhodamine-plectin peptide fluorescence polarization; higher % means a stronger effect. one-dose displacement, % at 20 µM; IC50 in µM for titrated hits. actives 0.02% (n = 290,000);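 active = displacement of at least 50% at 20 µM, with a fluorescence ratio check between 0.3 and a set limit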;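 also: plate controls were Siah plus tracer with DMSO for no effect and tracer alone without Siah for full effect; strong numbers were not always called active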
human PMI inhibitors = MPI inhibition at elevated mannose 6-phosphate – biochemical, fluorescence intensity, high mannose 6-phosphate, primary screen (AID 1220); recombinant PMI enzyme, coupled fluorescence intensity; higher % means a stronger effect; inhibition, % at 20 µM; hits with a dose series show IC50 in µM; actives 0.66% (n = 190,000)
P. falciparum M1AAP = P. falciparum M1AAP inhibitors, biochemical, fluorogenic H-Leu-NHMec substrate, 1536-well (AID 1445); recombinant M1AAP, H-Leu-NHMec fluorogenic kinetic assay; higher % means a stronger effect; one-dose inhibition, % at 30 µM; IC50 in µM for titrated hits; actives 0.42% (n = 220,000);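 active = primary inhibition above the hit cutoff, then over 50% inhibition at one or more dose response concentrations, cut at about 23% in these data, passing the limit was not always enough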;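 also: plate controls were DMSO full reaction for no effect and no enzyme background for full effect; strong numbers were not always called active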
TNAP activators = stimulation of alkaline phosphatase TNAP activity – biochemical, luminescent, no phosphate acceptor, uHTS, primary screen (AID 1001). purified TNAP, luminescent activation assay, no phosphate acceptor; higher activation fold means a stronger effect. activation fold at 20 µM, or EC50 in µM where a hit was titrated. actives 0.03% (n = 200,000); in the data active = activation fold from about 3, or a potency from the dose series; inactive = the rest, 99 in 100 with activation fold below about 1.6; also: many of its hits are not listed in these tables
Hep lipid drop = hepatic lipid droplet formation modulation; inhibition, % at 6.5 µM; actives 0.4% (n = 240,000); AML12 mouse hepatocytes, oleate lipid droplets, BODIPY imaging; AID 1656;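 active = lipid droplet intensity inhibited by at least 50%, with more than 500 cells counted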
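material = mouse AML12 hepatocyte cell line, fixed after treatment | also added = 100 µM oleic acid challenge | doses = compound at 6.5 µM only | schedule = overnight exposure | technique = Image-based BODIPY and DAPI two-channel analysis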
M17LAP inhibition = P. falciparum M17LAP inhibitors, primary screen, biochemical, fluorogenic H-Leu-NHMec substrate, 1536-well (AID 1619) | recombinant M17LAP, H-Leu-NHMec fluorogenic kinetic assay; higher % means a stronger effect | one-dose inhibition, % at 30 µM; IC50 in µM for titrated hits | actives 0.38% (n = 220,000);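 active = compound inhibiting the enzyme by more than half at any dose during confirmatory dose-response retesting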;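 also: plate controls were full reaction with DMSO carrier for no effect and no enzyme background for full effect; strong numbers were not always called active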
XIAP displacement = small molecules displacing peptide from XIAP – biochemical, IAP family, fluorescence polarization (AID 1018) | XIAP BIR domain, fluorescence polarization peptide displacement; higher % means a stronger effect | actives 0.007% (n = 200,000) | displacement, % at 20 µM; hits with a dose series show IC50 in µM; in the data active = displacement above about 50%; also: a part of the inactive calls stands beside numbers as strong as those of hits
Hep lipid drop cells 6.5 µM = also measured in Hep lipid drop; calls as there; cell count; measured here: cell count, cytotoxicity flag;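 cells counted across two imaged fields per well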
Starred values were filed as active, the others as inactive; x = no result given; [ ] = remark or other dose. Rule as the data show it, unless noted: active = inhibition above about 50%; inactive = the rest.

structure	K1F lysis inhibition	PMI inhibitors	Siah-1 displacement	human PMI inhibitors	P. falciparum M1AAP	TNAP activators	Hep lipid drop	Hep lipid drop cells 6.5 µM	M17LAP inhibition	XIAP displacement
COC(=O)C1=C(C)NC(=O)/C1=C\c1cc(C)n(-c2ccc(F)cc2)c1C	0.4%	-40%	3%	-15%	3%	0.9	-7	674	2%	-5.0%
CC(C)NC(=O)NC(=O)COc1cccc2c1OC(C)(C)C2	-0.5%	4%	-1%	9%	-5%	1.1	x	x	7%	-1.4%
N#CCCn1cc(/C=N/NC(=O)c2ccncc2)c(-c2ccccc2)n1	0.7%	11%	4%	8%	12%	1.1	-5	661	11%	5.1%
Cc1ccc2[nH]c(=O)c(CN(Cc3nnnn3Cc3ccccc3)C3CCCC3)cc2c1	0.1%	17%	-1%	15%	18%	1	0	704	27%	-6.3%
COCCCNC(=O)c1ccc(-c2csc(C)n2)cc1	3.4%	-5%	1%	-3%	5%	1.1	2	728	-8%	-3.1%
Cc1ccc(S(=O)(=O)N2CCC(n3nnc4cc(C)ccc43)CC2)cc1	0.3%	0%	-5%	0%	-2%	1.1	-16	744	-7%	-9.9%
CCOC(=O)C(CO)(NC(C)=O)C(=O)OCC	0.6%	-5%	0%	-6%	5%	1	x	x	9%	-0.5%
O=C(CCc1nnc(CCCc2ccccc2)o1)NCCc1ccco1	0.2%	4%	3%	6%	3%	1	2	722	-2%	-2.1%
O=C(CCCn1c(SCC(=O)NCC2CCCO2)nc2ccccc2c1=O)NCc1ccccc1 (stereo not given)	0.9%	0%	1%	-8%	1%	0.8	18	823	9%	-4.8%
O=C(NNC(=O)c1ccc(Oc2cc(Cl)cc(Cl)c2)o1)c1ccccc1	0.5%	x	-3%	x	3%	x	-29	717	3%	x
c1cn(CCCNC2=NCCCCC2)cn1	-0.2%	-6%	0%	6%	6%	1	x	x	-8%	0.1%
NC(=O)CSc1oc(-c2cccs2)nc1S(=O)(=O)c1ccccc1	0.5%	6%	-3%	-1%	5%	1.1	5	751	0%	-5.8%
CC(NC(=O)Nc1ccc(Br)cc1)C(C)(C)C (stereo not given)	1.0%	4%	1%	4%	3%	1.1	-18	687	2%	-4.3%
c1ccc(CSc2nnc(NC3=NCCCCC3)s2)cc1	3.0%	-5%	3%	11%	-1%	1.1	x	x	4%	-0.9%
COc1ccc(C)cc1S(=O)(=O)N(CC(=O)Nc1cccc([N+](=O)[O-])c1)c1ccc(C)cc1	1.1%[50 µM]	14%	-11%	7%	9%	1	-14	601	-10%	-12%
Cc1ccc(Sc2cc(C)nc(-c3ccccn3)n2)cc1	1.2%	x	11%	x	-1%	x	19	708	-6%	x
COc1ccc(NC(=S)N(CCCN2CCCCC2)Cc2cccs2)cc1	0.5%	2%	0%	-9%	-5%	0.8	-6	676	0%	-8.2%
O=C(CSc1nnc(-c2ccncc2)n1-c1ccc(Cl)cc1)Nc1ccc(C(=O)O)cc1	-1.2%	-15%	5%	-16%	-1%	1	22	776	-2%	-7.3%
C/C(=N\N=C1/NC(=O)C(C)S1)c1ccco1 (stereo not given)	0.9%	8%	14%	12%	3%	1.1	4	730	0%	-8.4%
COCCn1c(SCC(=O)NNC(=O)c2ccc(OC)c(OC)c2)nc2ccccc2c1=O	0.0%	12%	1%	12%	5%	1.3	2	676	5%	-4.1%
COc1ccc(/C=N/NC(=O)COc2cccc3cccnc23)cc1OC	-0.1%	-7%	-3%	-6%	7%	0.9	-9	707	3%	-10%
Cc1cc(C)c(C#N)c(SCC(=O)Nc2ccccc2C)n1	-0.6%	2%	-2%	4%	-3%	1	-6	676	-12%	0.6%
CCCCNC(C(=O)Nc1ccc(Cl)c([N+](=O)[O-])c1)c1ccccc1 (stereo not given)	-0.1%[50 µM]	22%	0%	15%	-4%	1.1	-34	642	-7%	-7.2%
COc1ccc(C2NC(=S)N(c3ccccc3)C(C)=C2C(=O)Nc2ccccc2)cc1 (stereo not given)	-0.5%	-8%	1%	-17%	-1%	1.1	x	x	-8%	-6.2%
Cc1ccnc(NS(=O)(=O)c2ccc(NC(=O)Cc3cccs3)cc2)n1	1.1%	-1%	-4%	-3%	8%	1.1	-5	690	-9%	-4.4%
O=C(N/N=C/c1ccc[nH]1)c1cc(-c2ccc(Cl)cc2)nc2ccccc12	0.2%	-36%	1%	-10%	3%	1.3	-5	668	2%	-2.8%
O=C(NCc1cccs1)c1csc2c1CCCCC2	3.4%	-2%	-3%	4%	2%	1.1	x	x	-9%	-23%
Oc1ccc(CCC2CCCCN2Cc2nc(C3CC3)no2)cc1 (stereo not given)	-0.4%	5%	-5%	6%	1%	1	-14	686	-6%	-7.0%
Cc1ccc(C(=O)NC(=S)NCc2cccnc2)c(C)c1	3.6%	2%	1%	-8%	-1%	1.1	-4	733	-2%	-8.3%
CN(C)c1nc(SCCOC(=O)Nc2ccccc2)nc(N(C)C)n1	1.4%	6%	-2%	5%	3%	1.1	x	x	-3%	-1.4%

Some of these compounds in order of number of heavy atoms, largest number first:
structure	K1F lysis inhibition	PMI inhibitors	Siah-1 displacement	human PMI inhibitors	P. falciparum M1AAP	TNAP activators	Hep lipid drop	Hep lipid drop cells 6.5 µM	M17LAP inhibition	XIAP displacement
COc1ccc(/C=N/NC(=O)COc2cccc3cccnc23)cc1OC	-0.1%	-7%	-3%	-6%	7%	0.9	-9	707	3%	-10%
CN(C)c1nc(SCCOC(=O)Nc2ccccc2)nc(N(C)C)n1	1.4%	6%	-2%	5%	3%	1.1	x	x	-3%	-1.4%
O=C(NCc1cccs1)c1csc2c1CCCCC2	3.4%	-2%	-3%	4%	2%	1.1	x	x	-9%	-23%

(further entries)
structure	K1F lysis inhibition	PMI inhibitors	Siah-1 displacement	human PMI inhibitors	P. falciparum M1AAP	TNAP activators	Hep lipid drop	Hep lipid drop cells 6.5 µM	M17LAP inhibition	XIAP displacement
CCOCCCn1c(SCC(=O)Nc2cc(C(C)(C)C)nn2-c2ccccc2)nc2ccccc2c1=O	1.5%	12%	2%	7%	-1%	1.1	32	703	-8%	-4.9%
COC(=O)c1ccc(C2CC(=O)Nc3cc(OC)c(OC)c(OC)c32)cc1 (stereo not given)	0.6%	20%	1%	22%	10%	1.1	2	689	-11%	-1.2%
CCc1nnc(NC(=O)C=C(C)C)s1	6.0%	2%	5%	-3%	6%	1.1	2	698	2%	-1.0%
CN(C)CC(C)(C)CNC(=O)c1cc(Br)cc(Br)c1O	0.5%	7%	0%	15%	7%	1	2	649	3%	-5.9%
O=CC1=C(N2CCOCC2)/C(=C/c2ccc(Cl)cc2)CC1	-0.5%	-8%	-1%	2%	9%	1.1	9	686	15%	-3.9%
O=C(NCc1ccc(F)cc1)c1cccc(S(=O)(=O)N2CCCC2)c1	0.3%	8%	0%	14%	2%	1	x	x	-9%	-4.9%
Cc1ccc(OC(=O)c2ccccc2C(=O)OCC(F)(F)C(F)F)cc1	-0.6%	16%	-7%	11%	1%	1	-1	681	0%	-6.1%
COc1ccc(S(=O)(=O)N2CCN(c3ccccc3)CC2)cc1	1.0%	10%	-2%	12%	4%	1.1	8	737	11%	1.5%
O=C(Nc1ccccc1Cl)NC1(C(=O)N2CCCC2)CCCCC1	0.9%	-2%	1%	4%	6%	1.1	-24	733	-1%	-5.6%
Cn1c(=O)cc(SCC(=O)NCCC2=CCCCC2)c2ccccc21	-0.3%	11%	7%	-6%	5%	1.1	-19	669	3%	-4.6%
COc1ccc(C(=O)N2CCCC2)cc1	1.8%	10%	0%	11%	3%	1	x	x	-12%	-4.1%
CCCS(=O)(=O)c1c(S(=O)(=O)CCC)c2c(N)cccn2c1C(=O)c1ccc(Br)cc1	-0.1%	-36%	6%	-2%	8%	1.1	-41	675	6%	1.2%
N=C1C(c2ccccc2)=C(O)CN1c1ccccc1N1CCOCC1	1.7%	-8%	4%	-4%	-6%	1.2	x	x	1%	-6.4%
CSC1=N/C(=C\c2c(F)cccc2Cl)C(=O)S1	1.1%	4%	-3%	9%	5%	0.9	-14	692	18%	-16%
COc1cccc(CN2CCN(Cc3cccc4c3OCO4)CC2CCO)c1 (stereo not given)	-0.5%	-9%	1%	0%	2%	1.1	13	732	1%	-8.4%
O=C(CN1CCOCC1)N/N=C/c1ccc(-c2cccc(Cl)c2Cl)o1	-0.1%	x	4%	x	12%	x	-8	628	5%	x
COc1ccc(-c2c(-c3ccc(O)cc3O)n[nH]c2C(F)(F)F)cc1	1.3%	x	-2%	x	1%	x	1	738	7%	x
c1cnc2ccc3ncccc3c2c1	-0.1%	x	-5%	x	3%	x	17	687	-3%	x
CC(=O)Nc1cccc(Oc2cc(C#N)c(C#N)cc2N2CCCCCC2)c1	0.7%	28%	1%	21%	16%	1	3	686	5%	-15%
O=S(=O)(N1CCCCC1)N1CCCN(S(=O)(=O)N2CCCCC2)CC1	0.8%	8%	-1%	3%	2%	1.1	-4	778	19%	2.1%
COc1cccc(C(=O)Cn2c(=O)n(CC3CCCO3)c(=O)c3ccccc32)c1 (stereo not given)	0.7%[50 µM]	2%	2%	4%	7%	1	6	819	-10%	-5.5%
COc1ccc(-c2cc(C(F)(F)F)n3ncc(C(=O)Nc4c(C)n(C)n(-c5ccccc5)c4=O)c3n2)cc1	x	x	-5%	x	7%	1	25	680	1%	2.2%
COc1ccc(C(=O)/C=C/Nc2ccc(S(=O)(=O)Nc3nc(C)cc(C)n3)cc2)cc1OC	1.5%[50 µM]	3%	2%	-6%	12%	1.2	-5	609	19%	0.5%
CC(NC(=O)c1ccc(Cl)cc1)C(=O)N1CCCCC1 (stereo not given)	1.4%	-3%	1%	7%	2%	0.9	x	x	29%	-4.6%
Cn1nnc2cc(C(=O)Nc3ccccc3)ccc21	-0.1%	-7%	6%	-4%	2%	1.2	-6	673	-2%	-3.4%
Cc1cc(C(=O)Nc2c(C)nn(Cc3ccccc3Cl)c2C)no1	0.5%	-2%	0%	-3%	-5%	1.1	x	x	-4%	-1.1%
CCCN1C2CCCC1CC(NC(=O)c1ccc(F)cc1)C2 (stereo not given)	0.7%	-3%	-1%	0%	-4%	1.1	x	x	-4%	-6.4%
COc1ccc(Cl)cc1C(=O)Nc1nnn(C)n1	0.6%	-6%	3%	-2%	-1%	1.1	x	x	-7%	-1.6%
O=C(Nc1ccc(O)c(-c2nc3ccccc3s2)c1)c1cc(=O)c2ccccc2o1	0.2%	2%	-4%	10%	5%	1	3	666	13%	-2.2%

From PubChem BioAssay
